proCasp7 act = counter-screen for procaspase-3 activators: activators of human procaspase-7; recombinant procaspase-7, Ac-DEVD-pNA absorbance 405 nm; D23A/D198A/D206A triple mutant, cannot self-cleave; scale: DMSO 0, 5 µM enzyme 100; hit rate 0.093% among 330,000; P55210; activation, % at 8.5 µM;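 active means percent activation above the screen-wide mean plus 3 SD, cut at about 25% in these data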
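Assay system: Uncleavable procaspase-7 mutant enzyme / Input: 2 µM procaspase-7 mutant as dispensed / Dosing: single nominal 8.5 µM compound dose, 0.8% DMSO final / Timing: 1 h enzyme–compound preincubation and 2 h substrate reaction, both 25 °C / Detection: p-Nitroaniline absorbance at 405 nm, read at 0 and 120 min / Replication: singlicate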
core dimer inh = blocks dimerization of HCV core protein | TR-FRET GST/Flag-core106 dimerization, 1536-well | inhibition, % at 5 µM | hit rate 0.33% among 300,000;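 active means inhibition above the mean of all tested compounds plus 3 SD, set per screening campaign, cut at about 45% in these data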
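Assay system: Tagged HCV core106 pair (GST and Flag) | Buffer or medium: KF-containing HEPES buffer, pH 7.45, DTT, CHAPS, BSA | Also added: Eu donor and XL665 acceptor anti-tag antibodies | Dosing: One concentration, 5 µM, in 0.5% DMSO | Timing: 4 h at 22.5 °C | Technique: TR-FRET 671 and 617 nm emission | Repeats: Singlicate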
Fh CTSL1 inh = counter-screen for PFM18AAP inhibitors: inhibitors of F. hepatica cathepsin L1 | recombinant F. hepatica cathepsin L1, Z-Leu-Arg-MCA fluorescence | inhibition, % at 5.96 µM | hit rate 0.49% among 300,000 | AID 1906;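 active means inhibition above the mean of all tested compounds plus 3 SD, set per screening campaign, cut at about 17% in these data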;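 further: 0% = plate median of test compound wells and 100% = 1 µM Z-Phe-Ala-diazomethylketone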
VLA-4 inh = inhibition in a human VLA-4 binding assay. P13612. VLA-4 expressing cells, ligand binding flow cytometry. inhibition, % (about 7 µM as worked out from the volumes in the protocol). hit rate 0.2% among 330,000. AID 2557; in the data active means inhibition above about 50%
proCasp3 act = procaspase-3 (human) activation; activation, % at 8.5 µM; P42574; hit rate 0.11% among 330,000; AID 463141; recombinant procaspase-3 D3A, Ac-DEVD-pNA absorbance 405 nm;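 active means activation above the mean of all tested compounds plus 3 SD, cut at about 21% in these data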;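 further: 0% = DMSO alone and 100% = DMSO wells spiked with extra 5 µM PC-3 D3A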
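assay system = Procaspase-3 D3A mutant | signal = absorbance at 405 nm, 0 and 120 min | times = 1 h preincubation plus 2 h reaction at 25 °C | repeats = single replicate | read-out = % activation between DMSO and enzyme-spiked controls | medium = Zinc-free HEPES saline buffer with Triton X-100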
JMJD2C inh = inhibitors of human GASC-1 (JMJD2C) demethylase; Q9H3R0; inhibition, % at 2.35 µM; GST-JMJD2C(1-420) H3K9me3 demethylation, DELFIA europium; hit rate 0.069% among 330,000;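 active means more than half of a compound's replicate wells show inhibition beyond 50%, single wells judged on their own value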;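 further: signal counts dimethyl H3K9 product captured on neutravidin plate; 0% = median of DMSO wells and 100% = 0.3 times that DMSO median; strong numbers were not always called active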
GRK2 inh = blocks RNA aptamer binding to human GRK2; bead flow cytometry, FAM-aptamer displacement from GRK2; inhibition of aptamer binding, % at 10 µM; AID 488847; P25098; hit rate 0.59% among 330,000;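 active means inhibition of aptamer binding above 40%, roughly 3 SD of noise, on plates passing a quality check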;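 further: median bead fluorescence of bound FAM aptamer so fluorescent compounds give negative values; no value below 0 was filed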
Target sequence (P25098 whole entry, looked up): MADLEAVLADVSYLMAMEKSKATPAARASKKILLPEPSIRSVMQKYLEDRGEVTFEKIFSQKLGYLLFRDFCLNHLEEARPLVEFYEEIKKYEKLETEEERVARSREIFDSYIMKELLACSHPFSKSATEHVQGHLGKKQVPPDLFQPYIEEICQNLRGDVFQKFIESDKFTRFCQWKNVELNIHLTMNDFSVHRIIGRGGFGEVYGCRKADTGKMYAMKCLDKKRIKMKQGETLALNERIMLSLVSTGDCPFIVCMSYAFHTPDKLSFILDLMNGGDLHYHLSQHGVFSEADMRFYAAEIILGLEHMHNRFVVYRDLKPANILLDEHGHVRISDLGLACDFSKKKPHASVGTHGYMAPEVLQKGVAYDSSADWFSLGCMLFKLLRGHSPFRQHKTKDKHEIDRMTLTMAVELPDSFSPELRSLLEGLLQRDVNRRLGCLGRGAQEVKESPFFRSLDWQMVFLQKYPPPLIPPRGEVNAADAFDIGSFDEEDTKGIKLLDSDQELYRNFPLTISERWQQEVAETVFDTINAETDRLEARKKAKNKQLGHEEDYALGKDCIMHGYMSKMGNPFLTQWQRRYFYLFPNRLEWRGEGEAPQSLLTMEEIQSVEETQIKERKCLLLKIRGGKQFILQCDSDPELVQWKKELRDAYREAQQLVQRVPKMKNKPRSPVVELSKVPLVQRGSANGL
PP5 primary = inhibitors of human protein phosphatase 5 (PP5); AID 1987; inhibition, % at 6.7 µM; P53041; hit rate 0.18% among 320,000; purified PP5c, OMFP substrate fluorescence;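 active means inhibition above the campaign's mean inhibition across all tested compounds plus 3 SD, cut at about 9.5% in these data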;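 further: 0% = DMSO only and 100% = 100 µM cantharidin control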
PP1 counter = PP1-alpha (human) inhibition in PP5 counter-screen; P62136; purified PP1alpha, OMFP fluorescence; inhibition, % at 6.7 µM; hit rate 0.9% among 320,000;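 active means inhibition above the mean inhibition of all tested compounds plus 3 SD, computed separately for each screening campaign, cut at about 15% in these data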
Target sequence (P62136 whole entry, looked up): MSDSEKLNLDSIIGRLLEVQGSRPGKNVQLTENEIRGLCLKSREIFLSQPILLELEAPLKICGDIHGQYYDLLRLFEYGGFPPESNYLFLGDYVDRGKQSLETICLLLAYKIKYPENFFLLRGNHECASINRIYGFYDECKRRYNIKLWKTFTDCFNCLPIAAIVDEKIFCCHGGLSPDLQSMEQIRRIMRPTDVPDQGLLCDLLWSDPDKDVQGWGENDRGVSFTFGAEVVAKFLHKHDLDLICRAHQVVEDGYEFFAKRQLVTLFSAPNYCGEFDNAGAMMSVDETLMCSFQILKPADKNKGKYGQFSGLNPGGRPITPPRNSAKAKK
The depositor's hits bear a star; i = inactive; nt = not tested or not shown; & = joins results of further samples.

canonical_smiles	proCasp7 act	core dimer inh	Fh CTSL1 inh	VLA-4 inh	proCasp3 act	JMJD2C inh	GRK2 inh	PP5 primary	PP1 counter
Cc1cccc(C)c1OCC(=O)OC/C(O)=C(\C#N)c1nc2ccccc2[nH]1	-4	11	-1	-10	3	9	1	-2.3	0
O=S(=O)(c1ccc(Br)c2nsnc12)N1CCOCC1	5	-8	2	-20	4	0	4	0.8	0
O=C(NC1CC1)c1scc2c1OCCO2	-7	-2	-1	9	0	0	0	0.9	2
CCN(CC)CCCN1C(=O)C(=O)/C(=C(/O)c2ccc(Cl)cc2)C1c1ccccn1 (centres undefined)	-9	-1	0	-3	1	-3	2	2.1	-6
CCCCNC(=S)N/N=C/c1ccccc1F	-6	-5	4	17	-1	-7	0	3.5	5
COc1ccc(NC(=O)N2CCCc3ccccc32)cc1OC	-30	4	-1	-12	-4	0	0	-2.1	0
O=C(NCCN1CCOCC1)c1ccc(CS(=O)(=O)c2c(Cl)cccc2Cl)o1	-9	1	0	-11	8	0	2	-0.8	-2
Cc1ccc2[nH]c(C(F)(F)F)cc(=O)c2c1	7	2	-3	29	-2	-6	1	1.8	-2
CCOC(=O)C1(C(F)(F)F)N=C(C(F)(F)F)Nc2ccc(F)cc21 (centres undefined)	0	-11	-6	nt	2	-10	3	1.0	-1
CCOc1ccc(N=C2SCCCN2C(=O)c2c(CC)noc2C)cc1	8	1	2	7	-8	-1	0	3.3	-4
CCOc1ccc(Cn2nnc(-c3ccc(S(C)(=O)=O)cc3)n2)cc1OCC	12	nt	nt	5	7	7	2	4.2	-1
O=C(COC(=O)c1ccc(Br)o1)NCC(=O)Nc1ccc(F)cc1	7	nt	nt	-13	2	nt	3	-0.7	0
CCOC(=O)C(C)Sc1nnc(CNC(=O)c2ccc(OC)cc2)n1C1CCCCC1 (centres undefined)	5	2	0	1	13	18	2	5.7	-4
CCc1cc2c(=O)c(-c3nc4ccccc4n3C)c(C)oc2cc1OC(C)=O	6	6	-10	1	-10	4	0	-2.0	-4
Cc1cc(C)n2nc(C(=O)N3CCN(c4ccc([N+](=O)[O-])cc4)CC3)nc2n1	3	-5	-4	1	-8	-11	0	-0.6	-1
CC(=O)c1ccc(N/C=C/C(=O)c2ccc(Br)cc2)cc1	-5	7	1	17	-3	7	2	-0.3	-4
CCC(=O)c1c(NC(C)C)cc(C)oc1=O	1	0	1	0	5	-17	0	-2.0	-4
O=C(C[n+]1cccc2ccccc21)c1ccc(Cl)cc1	-18	-2	3	-130	-4	-2	12	0.8	1
CC(C)Oc1ccc(C(=O)Nc2ccc(N(C)C)cc2)cc1	2	-16	1	15	-2	2	4	3.1	-1
CCn1c(SCC(=O)c2ccc(O)c(O)c2)nnc1-c1ccccc1OC	4	2	-3	10	-3	-1	3	2.4	-5
O=C(CCO)c1ccc(O)cc1	9	-8	-1	46	10	1	11	3.0	-4
COc1ccc(C2C(C(=O)N3CCN(c4ccccc4)CC3)c3ccccc3C(=O)N2C)cc1OC (centres undefined)	0	-1	0	-2	-2	-5&-2	0	-1.4	-8
O=C(CCn1ccc2ccccc21)Nc1ccc(N2CCOCC2)cc1	-5	0	2	17	-1	5	1	0.0	1
CCCC(C)NC(=O)COc1ccc(S(=O)(=O)N2CCCC2)cc1 (centres undefined)	-4	-5	-2	2	-2	3	0	0.8	-1
O=c1c2c(nc3c(-c4ccccc4)c[nH]n13)CCC2	8	13	0	-5	4	nt	0	1.9	3
COc1ccccc1OC(C)C(=O)Nc1ccccc1C(=O)NCc1cccnc1 (centres undefined)	-1	-4	1	7	-6	-1	2	-0.8	-1
Cc1c(C(=O)OCc2nc3ccsc3c(=O)[nH]2)oc2ccccc12	1	nt	nt	-4	6	-3	0	-1.8	-3
O=c1c2cnn(-c3ccccc3)c2ncn1Cc1ccccc1F	5	-8	-1	31	-1	-1	3	3.8	-1
CC(=O)c1ccc2cccc3c2c1N=CN3C	-2	-14	3	i	-8	-6	0	-0.5	-1
COc1ccccc1CNc1n[nH]c(NCc2ccccc2OC)n1	15	-10	3	0	5	1	0	2.4	1
Cc1ccc(-c2nc(NCC3CCCO3)sc2C)cc1 (centres undefined)	5	9	-1	-17	-1	2	0	-2.6	0
COC(=O)c1ccc(N2CCc3ccccc32)c([N+](=O)[O-])c1	-4	-12	6	2	-17	-5	52*	2.3	2
O=C(CC1C(=O)NCCN1CC1CCCCC1)NC1(c2ccccc2)CC1 (centres undefined)	0	1	-3	18	6	-10	0	0.9	0
COC(=O)c1nc(N)sc1-c1ccc(Cl)cc1	0	-3	1	2	-1	4	2	4.0	1
NC(=O)c1oc2ccccc2c1NC(=O)CS(=O)(=O)c1ccccc1	10	-6	-4	2	1	13	3	1.7	0
CC(C)(C)C1c2[nH]c3ccccc3c2CCN1Cc1cccc(OCCO)c1 (centres undefined)	-3	3	1	0	-3	2	0	3.5	3
CCN(CC)c1nc2c(c(=O)[nH]c(=O)n2C)n1CCOc1ccccc1	0	0	1	11	3	3	5	4.6	-1
COc1ccccc1CN1[C@@H](CC(=O)O)c2ccccc2S1(=O)=O	3	-3	0	-9	4	-76	1	2.2	3
CCn1cc(CN2CCC(n3nccc3NC(=O)Cc3ccccc3)CC2)cn1	1	8	2	-11	-3	13	0	1.5	-1
COc1ccc(C(CCN(Cc2ccc(OC)c(OC)c2)C(=O)CCl)c2ccccc2)cc1 (centres undefined)	-17	16	60*	5	2	11	14	5.1	10
O=C(CSCc1c(F)cccc1Cl)NNC(=S)NC1CCCCC1	-1	13	-2	7	5	4	22	0.7	-3
COc1ccc(C(=O)O)nc1C	-1	-5	-3	6	0	-31	1	-2.2	-2
CN(c1ccccc1)C1CCCCC1NS(=O)(=O)c1ccc(Cl)cc1 (centres undefined)	6	10	0	-1	-4	0	0	3.6	1
CC(=O)c1sc(NC(=O)c2cc(S(=O)(=O)N3CCOCC3)ccc2F)nc1C	-7	nt	nt	4	8	8	4	2.5	-1
COc1cc(Br)cc(CN2CCN(C=O)CC2)c1O	10	3	0	-7	4	16	0	1.1	-3
O=C(NC1CCSc2ccccc21)c1ccccc1F (centres undefined)	3	-3	-1	1	5	-11	0	-1.8	-3
Cn1c(=O)c2c(nc(SCCNS(=O)(=O)c3ccccc3)n2C)n(C)c1=O	6	6	0	6	3	1	2	0.4	-2
Cc1cc(=O)n2c(n1)NC(Nc1cccc(C)c1C)=NC2c1ccccc1 (centres undefined)	0	2	2	10	9	0	2	1.4	-1
CCC(=O)Nc1ccc(Oc2ccc(NC(=O)CC)c(NC(=O)CC)c2)cc1	7	-1	-2	0	2	-7	4	-4.7	-7
COC(=O)c1ccc(OC)c(CSc2nnc(COc3cccc(C)c3)o2)c1	-10	3	-3	12	9	-31	0	3.5	0
O=C(COc1ccccc1)Nc1ccc(-c2ccc(N3CCOCC3)nn2)cc1	7	9	6	3	-1	-3	5	0.6	0
CCOc1ccc(NC(=O)CCNc2c(N3CCCC3)c(=O)c2=O)cc1	-1	-3	2	15	-2	-2	1	2.1	1
O=C(Nc1ccccc1)c1ccc(-n2cnnn2)cc1	3	-10	-6	4	5	-1	5	0.1	-3
O=[N+]([O-])c1cccc(CSc2ncnc3ccccc23)c1	4	14	-3	-20	-2	-4	0	-1.2	-6
COCC(=O)N1CCCC(C(=O)c2ccc(C(F)(F)F)cc2)C1 (centres undefined)	-3	9	3	1	6	1	2	0.5	-4
O=C(COC(=O)c1cc(Cl)nc2ccccc12)c1ccc(Cl)cc1	-2	-2	3	10	2	2	3	-0.1	-1
CCOC(=O)CSc1nc(C(C)(C)C)cc(C(F)(F)F)c1C#N	1	5	2	1	7	108	1	-0.5	-4
CCOC(=O)/C(C#N)=C/Nc1ccccc1NS(=O)(=O)c1cccc(C(C)=O)c1	-2	0	2	-76	4	-4	0	2.5	-5
CN(C)c1ccc(CNCCC(Cc2ccccc2)c2ccco2)cc1 (centres undefined)	6	-6	0	14	-7	1	0	-0.5	2
CC(Sc1nnc(-c2ccncc2)n1C)C(=O)NCC1CCCO1 (centres undefined)	-5	-3	-2	3	2	-5	1	0.0	-6

The list goes on.
canonical_smiles	proCasp7 act	core dimer inh	Fh CTSL1 inh	VLA-4 inh	proCasp3 act	JMJD2C inh	GRK2 inh	PP5 primary	PP1 counter
CCCCCCCN1C2=NCCCN2c2ccccc21	3	-1	4	6	11	-22	0	-0.1	-1
COCc1ccc(CN2CCc3c([nH]c4ccccc34)C2C(C)(C)C)o1 (centres undefined)	5	7	0	3	8	9	0	7.5	4
CCOc1ncccc1C(=O)OCc1ccc([N+](=O)[O-])cc1	4	1	0	3	-8	-1	5	2.8	3
O=C(CCc1ccccc1)Nc1cccnc1Cl	8	0	-4	5	2	-8	3	0.8	0
Cc1ccccc1OCCn1cc(/C=C(\C#N)C(=O)NCc2ccco2)c2ccccc21	3	6	2	-4	7	1	3	3.1	0
O=C1NCCOC(=O)[C@H](Cc2ccc(F)cc2)C/C=C\C[C@@H]1CC(=O)N(CCO)Cc1ccccc1	1	nt	nt	3	-7	4	5	nt	nt
O=C1CC(c2ccco2)CC2=C1C(c1ccccc1)n1nc(C(F)(F)F)nc1N2 (centres undefined)	-16	2	2	12	-4	1	3	1.1	3
C=CCn1c(COc2ccc(Cl)cc2)nnc1SCC(=O)NCC(=O)OCC	6	-3	3	1	4	0	0	0.0	1
Cc1cnc(C(=O)Nc2cc(F)ccc2C)cn1	10	-5	4	7	-4	1	2	-1.2	-3
COc1cccc(Oc2coc3c(CN4CCOCC4)c(O)ccc3c2=O)c1	7	3	0	-2	6	-13	0	-0.1	-3
Cc1ccsc1/C=N/NC(=O)C1C(=O)NCC1c1ccccc1 (centres undefined)	10	-2	-4	5	7	4	3	0.6	0
COc1ccc(N2CCN(C(=O)c3nn(C)c4c3CS(=O)(=O)c3ccccc3-4)CC2)cc1	10	-5	-3	8	-2	34	1	0.4	-7

Gathered by group: the compounds so far containing bromine (4)
canonical_smiles	proCasp7 act	core dimer inh	Fh CTSL1 inh	VLA-4 inh	proCasp3 act	JMJD2C inh	GRK2 inh	PP5 primary	PP1 counter
O=S(=O)(c1ccc(Br)c2nsnc12)N1CCOCC1	5	-8	2	-20	4	0	4	0.8	0
O=C(COC(=O)c1ccc(Br)o1)NCC(=O)Nc1ccc(F)cc1	7	nt	nt	-13	2	nt	3	-0.7	0
CC(=O)c1ccc(N/C=C/C(=O)c2ccc(Br)cc2)cc1	-5	7	1	17	-3	7	2	-0.3	-4
COc1cc(Br)cc(CN2CCN(C=O)CC2)c1O	10	3	0	-7	4	16	0	1.1	-3

High-throughput results as filed in PubChem BioAssay.
